LDHA block: inhibitors of human lactate dehydrogenase A. P00338. purified LDHA, NADH/diaphorase-resazurin fluorescence; active compounds read low. activity change, % (values are at about 110 or 230 µM). hit rate 0.15% among 480,000; in the data active = activity change below about -30%; inconclusive = mostly about -25% to -30%;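 also: plate controls were DMSO wells for no effect and wells without enzyme for full effect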
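LDH5 2 nM; NADH 0.06 mM, pyruvate 0.2 mM; 200 mM Tris pH 7.4, EDTA, Tween-20; 5 min RT. Detection: diaphorase 0.133 mg/mL + resazurin 37 µM, fluorescence ex540/em590 at 0 and 20 min; normalized to enzyme-free and DMSO wells.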
Active calls of the source: *; ? = inconclusive. Only part of the results is shown. The share of hits here may be higher or lower than overall.

SMILES | LDHA block
O=C(CN1CCN(c2cccc(C(F)(F)F)c2)CC1)Nc1nc(-c2ccc(F)c(F)c2)cs1 | 4
Fc1ccc(CNc2ccc(F)c(Cl)c2)cc1F | -2
Cn1c(=O)c2c(nc(SCC(=O)NC(c3ccccc3)c3ccccc3)n2C)n(C)c1=O | -17
CN(C)S(=O)(=O)c1ccc(=O)n(Cc2ncc(-c3ccc(Cl)cc3)o2)c1 | -13
C[N+](C)(C)CCOC(c1ccccc1)c1ccccc1 | 0
Cc1ccc(-n2nnc(C(=O)NC(C)C)c2C)cc1Cl | 0
Cc1cc(SC(C)C(=O)NC(=O)NC(C)C)nc2ccccc12 (stereo not drawn) | 3
CCOc1ccc(CCNC(=O)c2noc(C)c2Cn2nc(C)cc2C)cc1OCC | 2
Clc1ccc(COc2ccc(CNCC3CCNCC3)cc2)cc1 | -4
N#Cc1nc(/C=C/c2ccccc2)oc1N1CCN(C(=O)c2ccco2)CC1 | 9
COc1ccc(-c2cc(=O)c3cc(NC(=O)c4cc(OC)c(OC)c(OC)c4)ccc3o2)cc1 | -1
Clc1ccccc1N/N=C/C(Br)=C/c1ccccc1 | 9
CCOC(=O)c1oc2cc(OC(=O)c3ccco3)ccc2c(=O)c1-c1ccc(OC)cc1 | -15
CCNC(=S)NNC(=O)/C=C/c1ccccc1 | 5
COc1ccc(Cl)cc1NC(=O)c1nc2ccccc2nc1N1CCCC1 | 8
O=C(/C=C/c1ccccc1)OCCCc1ccccc1 | -9
CC(=O)Nc1ccc2c(C(C(=O)O)N3CCN(c4nc5c(cc4C#N)CCCC5)CC3)c[nH]c2c1 (stereo not drawn) | 7
Cc1cc2ccccn2c1C(=O)c1ccc(-c2ccccc2)cc1 | 3
CNC(=O)C1CCCN(S(=O)(=O)c2c(C)nn(CC(=O)N3CCc4ccccc43)c2C)C1 (stereo not drawn) | -7
Clc1ccc(C2=Nn3c(nnc3-c3ccccn3)SC2)cc1 | -2
COc1ccccc1CNc1nc(-c2ccc(CN(C)C(C)=O)cc2)cs1 | 3
Cc1ccc2c(C)c(CCC(=O)Nc3ccccc3Br)c(=O)oc2c1 | -1
FC(F)n1c(CSc2nnc3c(Cl)cc(C(F)(F)F)cn23)nc2ccccc21 | 17
Cc1cccc(-n2nnnc2C2(N3CCCC3)CCCC2)c1 | 1
CSC1=N/C(=C\c2ccco2)C(=O)S1 | 10
CN1CCN(C(CNC(=O)c2cc(-c3ccccc3)on2)c2cccs2)CC1 (stereo not drawn) | 1
N#C/C(=C\c1ccc(-c2ccccc2F)o1)c1nc2ccccc2[nH]1 | 14
O=C(CN1C2=NCCN2c2ccccc21)c1ccc(Cl)cc1Cl | -6
COc1cc(CNC(=O)Cn2c(=O)c3c(ncn3C)n(C)c2=O)ccc1OC(F)F | 1
CCOC(=O)C1=C(CN2CCN(C(=O)OCC)CC2)NC(=O)NC1c1ccc(OC)c(COC)c1 (stereo not drawn) | 11
CN(Cc1ccsc1)C(=O)CCc1cccs1 | 4
O=C(COc1ncnc2ccc(Br)cc12)Nc1ccc(F)cc1 | 13
COCCn1c(-n2nc(C)c(C)c2C)nc2c1c(=O)n(CCN1CCCCC1)c(=O)n2C | 14
CCCc1c(-c2ccc(Cl)cc2)ncn1Cc1ccccc1OC | 1
O=C(N/N=C(/C=C/c1ccccc1)c1ccccc1)c1cccs1 | 0
O=C(c1cc(-c2ccc(F)cc2)n[nH]1)N1CCN(c2ncccn2)CC1 | 5
Cc1nc2nc(NCc3cc(F)cc(F)c3)[nH]n2c(=O)c1CCO | 5
COc1cccc(/C=C(/C#N)c2ccc(Br)cc2)c1 | 0
Cc1ccc(CN(C)C(=O)c2cc(Br)ccc2O)c(C)c1 | 10
Cc1sc2nc(CN3CCOCC3)nc(Sc3nnnn3C3CCCC3)c2c1C | 5
Cc1ccc(N(Cc2nnc(-c3ccc(Cl)cc3)o2)S(=O)(=O)c2ccc3c(c2)OCCO3)cc1 | 2
CCC(=O)Oc1ccc2oc(=O)c(-c3ccc(OC)cc3)c(C)c2c1 | 13
O=C(CN1CCCC1c1nc2ccccc2s1)NC(=O)Nc1ccc2c(c1)OCCO2 (stereo not drawn) | 5
O=C(CSc1ccc2ccccc2n1)Nc1ccc2c(c1)OCCCO2 | ?
Cc1ccc(C(O)CNC(=O)c2cccc(C)c2)cc1 (stereo not drawn) | 2
O=C(Nc1ccc(OC(F)(F)F)cc1)c1nc2ccccc2nc1N1CCOCC1 | 9
COc1ccc(NS(=O)(=O)c2cc(-c3cnc(C)o3)ccc2C)cc1OC | 7
COCCN1C(=O)c2ccccc2C(C(=O)Nc2ccc(F)cc2)C12CCCC2 (stereo not drawn) | -4
CCOC(=O)c1nc(N2CCOCC2)c2ccccc2n1 | -2
CCc1cc2c(C)cc(=O)oc2cc1OCC(=O)c1ccc(OC)cc1 | -2
CCOC(=O)c1ncoc1-c1ccccc1C(=O)N1CCN(c2ccccc2F)CC1 | 0
N#CC(C(=O)/C=C/c1ccccc1)c1ccc(C(F)(F)F)cn1 (stereo not drawn) | 5
O=C(CN1CCN(C(=O)c2ccc3ccccc3c2)CC1)Nc1ccccc1Cl | -2
Cc1ccccc1-c1nc(S(=O)(=O)c2ccc(F)cc2)c(N(C)C)o1 | -2
N#Cc1ccc(COC(=O)c2ccc3c(c2)NC(=O)CS3)cc1 | -25
COc1ccc(NC(=O)Cc2nc(-c3ccccc3)oc2C)c(OC)c1 | -1
CC(CCc1ccco1)NC(=O)c1ccc(S(C)(=O)=O)cc1 (stereo not drawn) | -2
O=C(CN1CCN(c2ccc([N+](=O)[O-])c3cnccc23)CC1)Nc1ccc(OC(F)(F)F)cc1 | 36
CCc1ncncc1C(=O)O | 8
ClC(=C\c1ccccc1)/C=N/N1CCN(Cc2ccccc2)CC1 | -13

Further results follow:
SMILES | LDHA block
CC(C)(C(=O)O)c1ccc(Cl)c(Cl)c1 | -12
CCOC(=O)C(=O)Nc1ccc(N(C)C(C)=O)cc1 | -8
N#Cc1nc(/C=C/c2ccc(F)cc2)oc1NCc1ccc2c(c1)OCO2 | 1
Brc1cc2c(cc1CSc1ccccn1)OCCO2 | 5
OCCCN(Cc1ccccc1)C1CC1 | 11
COCc1cnc2c(c1SCc1cc(OC)cc(OC)c1)c(=O)n(C)c(=O)n2C | 8
Cn1c(COc2ccc(Cl)cc2)nnc1SCCOc1ccc(Cl)cc1 | 15
CC(C)C(=O)Oc1ccc2c(=O)c(-c3ccc(Cl)cc3)coc2c1 | 14
O=C(CSc1nnc(-c2ccccc2F)n1-c1ccccc1)NC(=O)NCc1ccccc1 | 4
N#Cc1nc(-c2ccc(OCc3ccccc3)cc2)oc1N1CCCCC1 | 8
Cc1ccccc1NC(=O)c1nn(C)c2c1COc1ccccc1-2 | -1
CS(=O)(=O)N(CC(=O)Nc1ccc(F)c(Cl)c1)Cc1ccccc1 | 35
O=C(CCNC(=O)C1CCCC1)NC1(c2ccccc2)CCC1 | 10
O=C(CCc1ncc(-c2ccc(F)cc2F)o1)Nc1cc(F)cc(F)c1 | 16
Cn1c(CN2CCOCC2)nnc1SCc1ccccc1Cl | ?
CC(C)(C)OC(=O)N1CCC[C@H]1C(=O)N1CCC[C@H]1C(=O)NCc1ccncc1 | 1
CC1CN(C(=O)COc2cc3oc(=O)cc(-c4ccccc4)c3cc2Cl)CCO1 (stereo not drawn) | 23
COc1ccccc1-n1cc(C(=O)c2cc(C)ccc2O)cc(C#N)c1=O | 5
Fc1cc(F)cc(-c2noc3ncnc(NCc4ccccc4)c23)c1 | 0
N#Cc1ccc(C2Nc3ccccc3C3OCCCC23)cc1 (stereo not drawn) | -10
Cc1cc(F)ccc1NC(=O)CC(C)n1cccn1 (stereo not drawn) | -8
CCCCN1C(=O)C(C)=C(C)C1c1cn(C)c2ccccc12 (stereo not drawn) | 0
CC(C)C[C@H]1CNC(=S)N1C[C@H]1CCCN1C[C@H](CC(C)C)N1C[C@H](Cc2ccc(O)cc2)N(CC2CCCCC2)C1=S | -2
CCOc1ccc(C(=O)Nc2cccc(-c3nc4ccccc4o3)c2)cc1[N+](=O)[O-] | -4

Grouped by structure, the compounds so far with bromine.
SMILES | LDHA block
Clc1ccccc1N/N=C/C(Br)=C/c1ccccc1 | 9
Cc1ccc2c(C)c(CCC(=O)Nc3ccccc3Br)c(=O)oc2c1 | -1
O=C(COc1ncnc2ccc(Br)cc12)Nc1ccc(F)cc1 | 13
COc1cccc(/C=C(/C#N)c2ccc(Br)cc2)c1 | 0
Cc1ccc(CN(C)C(=O)c2cc(Br)ccc2O)c(C)c1 | 10
Brc1cc2c(cc1CSc1ccccn1)OCCO2 | 5

Later entries.
SMILES | LDHA block
Cc1cc(C2=NNC(=NC3CC3)SC2)c(C)n1C1CC1 | -8
Cc1ccc(S(=O)(=O)N2C3CCCCC3O[C@H]2CC(=O)c2cccc3ccccc23)cc1 (stereo partly drawn) | 4
CC(NC(=O)/C(C#N)=C\c1cccc(Oc2ccccc2)c1)c1ccccc1 (stereo not drawn) | -1
COc1ccc(C(=O)N2CCN(c3oc(-c4cccs4)nc3C#N)CC2)cc1 | 0
Cc1ccccc1OCCSC(C)C(=O)NC(C)(C)C (stereo not drawn) | -6
O=S(=O)(c1ccc(Cl)s1)N1CCC(n2c(C(F)(F)F)nc3cccnc32)CC1 | -3
CC(=O)N(Cc1nc(-c2ccc(C)cc2)no1)C1CCCCC1 | -7
CC(C(=O)N1CCc2ccccc21)n1c(=O)c2c(ncn2C2CCCC2)n(Cc2ccccc2)c1=O (stereo not drawn) | 18
CCCS(=O)(=O)C(C)C(=O)O (stereo not drawn) | 10
CCC(C(=O)Nc1cccc(OC)c1)n1cnc2ccccc2c1=O (stereo not drawn) | -4
O=C(C[C@H]1CC[C@H](NC(=O)C2CCOCC2)[C@@H](CO)O1)NCc1ccncc1 | -5
O=C(CSc1ncnc2c1cnn2-c1ccccc1)NC(=O)NC1CCCC1 | ?
Cc1ccc(-n2c(SCC(=O)Nc3ccc(Cl)cc3)nc3c(=O)[nH]cnc32)cc1 | 7
O=C(CCc1c[nH]c2ccccc12)NCc1ccc(CN2CCCC2)cc1 | -8
CC1CCN(C(=O)CSc2nc3cc(Cl)ccc3c(=O)n2Cc2ccccc2)CC1 | 4
CC1=CCC2C(C)(C)CCCC2(C)C1CC/C(C)=C\CC/C(C)=N/NC(N)=O (stereo not drawn) | 11
N#Cc1c(N)nc2c(c1-c1ccc(Br)cc1)CCCC2 | -2
CC(OC(=O)c1n[nH]c(=O)c2ccccc12)C(=O)Nc1cc(F)ccc1F (stereo not drawn) | 2
CC1(C(=O)Nc2ccc3c(c2)OCCO3)CN(S(C)(=O)=O)CC(=O)N1Cc1ccco1 (stereo not drawn) | 4
CNC(=O)CCc1cn(Cc2ccc(C)cc2)c2ccccc12 | -3
O=C(COC(=O)C(c1ccccc1)c1ccccc1)Nc1ccc(N2CCOCC2)cc1 | 0
COC(=O)C1=C(C)N(C(C)C)C(=O)C1(NC(=O)C1CC1)C(F)(F)F (stereo not drawn) | 2
Cc1ccc(CN(C)CC(=O)NC(=O)NC2CCCC2)cc1 | -1
Cc1ccc(Nc2nc(-c3ccccc3)c(C(=O)Nc3cccnc3)s2)cc1C | -7

Copied from the list:
Entry for O=C(COC(=O)C(c1ccccc1)c1ccccc1)Nc1ccc(N2CCOCC2)cc1 in LDHA block: 0
Entry for Cc1ccc(Nc2nc(-c3ccccc3)c(C(=O)Nc3cccnc3)s2)cc1C in LDHA block: -7
Entry for CC1CCN(C(=O)CSc2nc3cc(Cl)ccc3c(=O)n2Cc2ccccc2)CC1 in LDHA block: 4

The listing continues:
SMILES | LDHA block
c1nc(C23CC4CC(CC(C4)C2)C3)cs1 | 2
CCN(CCNC(=O)c1cc2ccccc2oc1=O)c1cccc(C)c1 | 11
CC(=O)c1cn(CC(=O)NCC2(CC(=O)O)CCCCC2)c2ccccc12 | -22
Cc1ccc(NCc2cc3ccccc3[nH]c2=O)cc1C | 8
O=C(O)c1ccccc1-c1ncc(-c2ccccc2F)o1 | -1
CCOC(=O)c1c(C)[nH]c(NC(=O)Nc2ccc(-c3ccccc3)cc2)c1C | 1
COc1cc(C(=O)O)c(Br)cc1OC(C)C | -2
O=C(Nc1ccc2c(c1)OCCO2)C1c2ccccc2OCC(=O)N1Cc1ccco1 (stereo not drawn) | 0
COc1cc(-c2nnc3n2C(C)(C)Cc2ccccc2-3)cc(OC)c1OC | -8
CC(=O)C1=C(C)N(C2CCCCC2)C(=O)C1(NC(=O)C1CCCCC1)C(F)(F)F (stereo not drawn) | -1
CCn1cc(C#N)c(=O)n(Cc2nc(-c3ccc(Cl)cc3)no2)c1=O | 3
CCOC(=O)C1CCN(c2cc(C)nc3nc(Cc4ccc(Cl)cc4)nn23)CC1 | 4
O=C(Nc1ccc(F)cc1)C1CCCN(S(=O)(=O)c2ccc(N3CCCC3=O)cc2)C1 (stereo not drawn) | 3
CN(Cc1nc2ccsc2c(=O)[nH]1)C(=O)c1cnn(-c2ccc(F)cc2)c1-n1cccc1 | 7
CCc1cc(=O)oc2cc(OCC(=O)NCCC#N)ccc12 | -2
O=C(OCc1nnnn1-c1ccccc1)C1(c2ccc(Cl)cc2)CCC1 | 2
C=CCNc1nc(C(=O)OCC(=O)c2cc(C)n(C3CC3)c2C)cs1 | 2
CC1(C)CC(NC(=O)CC(=O)NC2CC(C)(C)NC(C)(C)C2)CC(C)(C)N1 | -16
COC(=O)[C@H](CC(C)C)NC(=O)Nc1ccc2oc(-c3cccnc3)nc2c1 | 1
COc1cc(/C=C/C(=O)c2cccs2)ccc1O | 4
CC(C)CN1C(=O)CSCC1(C)C(=O)NCc1ccccc1 (stereo not drawn) | -3

In another format: 6 of the compounds above
| SMILES | LDHA block |
| --- | --- |
| Cc1sc2nc(CN3CCOCC3)nc(Sc3nnnn3C3CCCC3)c2c1C | 5 |
| Cc1ccc(N(Cc2nnc(-c3ccc(Cl)cc3)o2)S(=O)(=O)c2ccc3c(c2)OCCO3)cc1 | 2 |
| CCC(=O)Oc1ccc2oc(=O)c(-c3ccc(OC)cc3)c(C)c2c1 | 13 |
| O=C(CN1CCCC1c1nc2ccccc2s1)NC(=O)Nc1ccc2c(c1)OCCO2 (stereo not drawn) | 5 |
| O=C(CSc1ccc2ccccc2n1)Nc1ccc2c(c1)OCCCO2 | ? |
| Cc1ccc(C(O)CNC(=O)c2cccc(C)c2)cc1 (stereo not drawn) | 2 |

Assay outcomes as filed in PubChem BioAssay.
